MPTP block = blocks calcium-induced mitochondrial swelling | isolated mouse mitochondria, Ca2+ swelling absorbance, 30 min | inhibition, % at 10 µM | 1.4% of 360,000 active;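 active = inhibition of 50% or more, scaled per plate between neutral and stimulator controls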;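 note: 0% = DMSO wells given calcium and 100% = 1 mM EGTA wells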
CXCR6 block = CXCR6 (human) receptor inhibition; O00574; CHO-K1 PathHunter CXCR6 beta-arrestin, luminescence; inhibition, % at 20 µM; 0.36% of 360,000 active; AID 602244; in the data active = inhibition above about 34%, passing the limit was not always enough;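 note: antagonist mode with CXCL16 agonist at 10 nM final; 0% = 10 nM CXCL16 with DMSO and 100% = unstimulated wells without agonist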
Target sequence (O00574 whole entry, looked up): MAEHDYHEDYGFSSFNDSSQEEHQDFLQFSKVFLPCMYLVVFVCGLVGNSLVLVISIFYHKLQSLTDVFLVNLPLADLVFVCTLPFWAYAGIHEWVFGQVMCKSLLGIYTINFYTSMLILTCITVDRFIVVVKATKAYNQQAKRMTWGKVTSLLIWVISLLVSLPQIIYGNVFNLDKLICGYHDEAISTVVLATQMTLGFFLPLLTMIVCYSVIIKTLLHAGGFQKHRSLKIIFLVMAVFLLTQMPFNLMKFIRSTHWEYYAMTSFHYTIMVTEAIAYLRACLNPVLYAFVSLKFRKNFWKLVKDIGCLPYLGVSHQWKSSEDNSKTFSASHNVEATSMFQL
Gli-Sufu antag = antagonists of Gli-Sufu signaling. 0.74% of 340,000 active. Sufu-KO-LIGHT fibroblasts, Gli luciferase reporter luminescence. AID 588413. inhibition, % at 5 µM;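 active = inhibition above about 55%, limit read from the data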;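 note: 0% = DMSO-treated cells and 100% = wells with medium but no cells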
A3G deaminase = blocks human APOBEC3G single-stranded DNA deamination. recombinant A3G, ssDNA deamination FAM/TAMRA fluorescence. inhibition, % at 20 µM. 0.28% of 330,000 active. AID 493012;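 active = inhibition of at least 40% at 20 µM, with no more than 30% in the related APOBEC3A deaminase screen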;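 note: plate controls were DMSO wells with A3G for no effect and wells lacking A3G enzyme for full effect; some compounds called inactive have numbers as strong as hits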
APOBEC3A inh = blocks human APOBEC3A ssDNA deamination; recombinant A3A, FAM/TAMRA ssDNA deamination fluorescence; AID 493011; 0.41% of 330,000 active; inhibition, % at 20 µM;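 active = at least 40% inhibition at 20 µM here, with at most 30% in a related deaminase screen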;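 note: plate controls were A3A with DMSO for no effect and wells lacking A3A enzyme for full effect; some results filed as inactive read as strong as hits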
Target sequence (P31941 whole entry, looked up): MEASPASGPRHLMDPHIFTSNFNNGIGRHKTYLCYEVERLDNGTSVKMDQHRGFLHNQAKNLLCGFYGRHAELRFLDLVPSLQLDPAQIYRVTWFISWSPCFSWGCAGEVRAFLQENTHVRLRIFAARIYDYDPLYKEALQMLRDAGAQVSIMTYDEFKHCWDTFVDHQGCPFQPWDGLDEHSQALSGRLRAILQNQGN
CCR6 antagonist = CCR6 (human) receptor antagonism; P51684; CHO-K1 CCR6 PathHunter beta-arrestin, luminescence, CCL20-stimulated; inhibition, % at 20 µM; 0.49% of 340,000 active;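 active = compounds whose inhibition of the agonist-driven luminescence signal at 20 µM reaches about 50%, limit read from the data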;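 note: cells stimulated with CCL20 at 14 nM final; plate controls were DMSO with CCL20 for no effect and DMSO without agonist for full effect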
NR3A LBD binder = modulators (binders) of human NR3A ligand-binding domain; NR3A LBD differential scanning fluorimetry, Tm shift; 0% = protein alone, 100% = glycine-bound protein; Tm shift relative to glycine control, % at 25 µM; 2.5% of 340,000 active; AID 1259313;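 active = melting temperature shift of at least 10% of the positive control shift, at one fixed dose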
EBI2 block = blocks human EBI2 receptor beta-arrestin signaling | AID 651636 | EBI2 beta-arrestin recruitment, luminescence, 7a,25-OHC stimulated | P32249 | 0.81% of 360,000 active | inhibition, % at 5 µM; in the data active = inhibition above about 38%;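 note: enzyme fragment complementation signal reports receptor beta-arrestin coupling in cells; 0% = agonist plus DMSO wells and 100% = wells without agonist; some results beyond the cut were filed as inactive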
Target sequence (P32249 whole entry, looked up, the tested form may be a part): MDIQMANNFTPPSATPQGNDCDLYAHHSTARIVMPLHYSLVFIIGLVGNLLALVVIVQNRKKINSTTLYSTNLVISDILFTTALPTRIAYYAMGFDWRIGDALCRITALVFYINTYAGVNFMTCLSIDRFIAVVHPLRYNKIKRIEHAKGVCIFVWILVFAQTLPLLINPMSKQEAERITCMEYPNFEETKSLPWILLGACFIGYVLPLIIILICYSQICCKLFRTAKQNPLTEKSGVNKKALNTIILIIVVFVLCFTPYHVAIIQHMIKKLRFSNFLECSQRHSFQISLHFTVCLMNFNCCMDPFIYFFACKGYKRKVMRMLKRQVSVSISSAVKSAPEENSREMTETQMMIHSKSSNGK
Numbers without * were called inactive.

Value order: MPTP block	CXCR6 block	Gli-Sufu antag	A3G deaminase	APOBEC3A inh	CCR6 antagonist	NR3A LBD binder	EBI2 block
- Cc1ccc(S(=O)(=O)c2cc3c(=O)n4cccc(C)c4nc3n(C3CCCCC3)c2=N)cc1
→ 0.7	2.6	-18.7	-3.8	-3.7	17.0	-0.9	-0.3
- CN(C(=O)COC(=O)c1ccc2c(c1)NC(=O)CS2)C1CCS(=O)(=O)C1 (stereo not given)
→ -1.0	1.7	-2.5	-1.5	-0.8	-4.4	-2.2	-15.8
- CCOC(=O)C1CCN(C(=S)Nc2ccc(S(N)(=O)=O)cc2)CC1
→ 0.1	-13.0	-11.0	-6.5	0.8	10.7	-3.9	-4.0
- Cc1ccc(CNC(=O)CSc2c3c(nc4ccc(Cl)cc24)CCCC3)o1
→ 2.2	19.9	8.4	-7.1	-6.1	23.9	1.6	19.6
- CC1CCCCC1NC(=O)CN1C(=O)CSc2cc(S(=O)(=O)N3CCCCCC3)ccc21 (stereo not given)
→ -1.8	5.1	2.6	2.2	-0.1	28.4	9.6	13.1
- COc1ccc(CCNC(=O)CCN2C(=O)[C@@H]3Cc4ccccc4CN3C2=O)cc1OC
→ -2.8	-12.7	8.9	0.2	3.2	-7.3	2.0	-4.9
- Cc1cc(Cl)ccc1Nc1ncccc1C(N)=O
→ 0.5	-10.5	-55.7	-5.1	0.7	-8.0	151.0*	4.0
- COc1ccc(SCC(=O)Nc2ccc(N3CCN(C)CC3)c(F)c2)cc1
→ -0.7	3.3	2.5	1.1	1.8	3.4	-0.2	-0.7
- COc1ccc(CN2CCSc3sccc3C2=O)cc1
→ 0.4	10.1	0.8	-10.2	-2.3	8.3	0.2	-0.5
- CCCCn1c(N)c(N(CC)C(=O)c2ccc(Cl)c(Cl)c2)c(=O)[nH]c1=O
→ -1.5	6.8	-13.7	-10.4	-3.3	-4.2	-3.7	-4.8
- Cc1ccccc1NC(=O)COC(=O)c1cccnc1
→ -2.0	3.9	1.4	1.4	1.3	-12.0	-8.8	-9.4
- Cc1ccc(S(=O)(=O)NCc2ccncc2)cc1
→ 24.6	-8.3	70.7*	-4.7	-2.7	-5.0	0.0	3.0
- CCc1ccc(C(=O)CCC(=O)Nc2ccc(OC)c(S(=O)(=O)N3CCCCC3)c2)cc1
→ 0.1	1.6	23.1	0.1	-1.5	12.3	0.5	24.7
- Cc1nnc(SCC(=O)Nc2ccc3c(c2)OCO3)s1
→ 0.4	12.7	4.1	-2.7	1.7	5.3	-0.1	2.6
- COc1ccc(N2CCOCC2)c(NC(=O)c2ccco2)c1
→ 1.5	9.4	-1.3	-10.1	-3.7	12.3	2.5	10.0
- Cc1ccc(OCC(O)Cn2c(=N)n(Cc3ccccc3)c3ccccc32)cc1 (stereo not given)
→ -2.9	-12.3	26.9	-6.6	-3.5	1.9	-1.3	9.1
- CCNC(=O)NC(=O)COc1ccccc1C#N
→ -0.2	2.1	-43.5	-5.1	-3.0	-4.6	-0.1	-8.0
- COCc1cc(=O)[nH]c2cc(NC(=O)C(C)(C)CCl)c(C)cc12
→ -0.5	-4.8	-0.9	-3.5	-3.0	1.9	2.8	1.0
- CCOC(=O)c1[nH]c2ccccc2c1NC(=S)Nc1cccc(C)c1C
→ 0.0	-3.8	-3.9	-2.6	-2.4	-0.3	2.4	3.8
- Cc1nnc(SCc2cccc([N+](=O)[O-])c2)s1
→ -0.9	-9.7	-14.2	-2.2	-0.7	1.9	1.0	-10.3
- COC(=O)/C=C/c1cnc2ccccc2c1
→ -1.5	2.0	-15.7	-4.2	-0.2	0.1	0.4	-12.3
- CC(C)N1C(=S)SC(C)(C)C1n1oc(=O)n(-c2cccc(Cl)c2)c1=O (stereo not given)
→ 1.1	0.2	-0.3	11.0	3.1	8.2	-6.7	-4.5
- CC1(C)CC(=O)C2=C(C1)N(Cc1cccnc1)C(=O)C2(NC(=O)c1cccnc1)C(F)(F)F (stereo not given)
→ 0.9	-4.5	4.2	-1.7	1.4	-5.5	0.3	3.4
- C(=N\Nc1nc(-c2cccnc2)nc2ccccc12)/c1ccccc1
→ 3.0	-5.5	0.5	-6.2	-4.9	-10.9	0.5	5.2
- Cc1ccc(CSc2nnnn2C)cc1
→ -0.5	1.5	-16.6	-1.0	-1.2	-5.2	0.4	5.1
- Nc1nn(S(=O)(=O)c2ccccc2)cc1-c1ccc([N+](=O)[O-])cc1
→ 4.1	-11.4	9.8	-3.8	2.8	11.6	-6.3	-17.3
- Cc1cc(Cl)c(S(=O)(=O)N2CCSCC2)cc1OCC(N)=O
→ -1.6	-1.9	-1.8	-5.0	-1.3	0.1	-1.7	2.1
- Cc1cccc(C)c1N1C(=O)c2cccc([N+](=O)[O-])c2C1=O
→ -0.1	-22.1	6.3	-4.7	0.4	-38.4	6.0	-9.4
- O=C(Nc1ccc(OC(F)(F)F)cc1)N1CCN(c2ccnc3cc(Cl)ccc23)CC1
→ 96.4*	-0.5	36.9	-5.7	-0.7	21.6	6.6	23.1
- CCOc1cccc(-c2cc(=O)[nH][nH]2)c1
→ -1.3	-2.3	-3.5	-3.2	-2.8	3.0	-1.9	1.3
- COc1ccc(C)cc1NC(=O)C(c1ccccc1)N1CCN(CC(=O)N2CCCC2)CC1 (stereo not given)
→ -2.5	-3.7	6.6	-13.5	-1.9	7.9	-2.2	5.9
- COC(=O)c1c(NC(C)=O)sc2c1CCCCC2
→ -1.4	3.9	-4.5	4.2	0.2	3.2	-0.5	-14.8
- Cc1cc(C)c(S(=O)(=O)Nc2ccc(-c3cn4ccccc4n3)cc2)c(C)c1
→ 2.3	-1.5	2.9	-4.5	0.2	8.6	-0.2	10.8
- O=C(CSc1n[nH]c(=O)n1-c1ccc2c(c1)OCCO2)Nc1ccccc1
→ -0.5	2.5	-7.6	-9.6	-1.0	8.3	0.5	-8.4
- CNC(=S)N1N=C(c2ccc(OC)cc2)CC1c1ccc(N(C)C)cc1 (stereo not given)
→ -0.2	3.5	2.0	-1.4	2.3	21.4	1.5	87.1*
- COc1ccc(-c2cc3ccccc3n2CC(O)CN2CCCCC2)cc1 (stereo not given)
→ 1.2	-1.2	-31.7	-4.0	-1.1	3.0	-0.4	-0.8
- CCOC(=O)c1[nH]c2ccccc2c1NC(=O)C(C)(C)C
→ 0.3	6.8	-4.5	-8.3	-6.3	5.2	1.8	1.4
- CC(C)C(NC(=O)c1ccccc1NC(=O)c1ccco1)C(=O)O (stereo not given)
→ -0.6	6.3	0.9	0.0	0.4	-7.2	0.5	0.6
- COc1ccc(C)cc1N(CC(=O)Nc1ccc(S(=O)(=O)N2CCCC2)cc1)S(C)(=O)=O
→ 0.1	-0.6	-11.8	-10.9	-1.1	-0.5	1.1	-2.8
- Cc1[nH]nc2c1C(c1cccs1)C1=C(CC(C)(C)CC1=O)N2 (stereo not given)
→ 5.6	-5.1	6.8	-6.8	-3.2	-10.8	1.2	2.2

Among those listed so far, 3 have fluorine.
Value order: MPTP block	CXCR6 block	Gli-Sufu antag	A3G deaminase	APOBEC3A inh	CCR6 antagonist	NR3A LBD binder	EBI2 block
- COc1ccc(SCC(=O)Nc2ccc(N3CCN(C)CC3)c(F)c2)cc1
→ -0.7	3.3	2.5	1.1	1.8	3.4	-0.2	-0.7
- CC1(C)CC(=O)C2=C(C1)N(Cc1cccnc1)C(=O)C2(NC(=O)c1cccnc1)C(F)(F)F (stereo not given)
→ 0.9	-4.5	4.2	-1.7	1.4	-5.5	0.3	3.4
- O=C(Nc1ccc(OC(F)(F)F)cc1)N1CCN(c2ccnc3cc(Cl)ccc23)CC1
→ 96.4*	-0.5	36.9	-5.7	-0.7	21.6	6.6	23.1

(more compounds)
Value order: MPTP block	CXCR6 block	Gli-Sufu antag	A3G deaminase	APOBEC3A inh	CCR6 antagonist	NR3A LBD binder	EBI2 block
- COc1ccc(C(=O)Nc2ccc(S(=O)(=O)Nc3nccc(C)n3)cc2)cc1
→ -0.5	-2.8	7.6	-9.6	-4.5	-5.2	1.2	-2.6
- Cc1c2cnn(CC(=O)NCCCN3CCCCC3)c(=O)c2c(C)n1Cc1ccccc1
→ -1.8	-0.7	11.3	-0.4	-2.6	9.1	-2.5	-4.8
- COc1ccc(-c2cc(C(F)F)n3ncc(C(=O)NCC4CCCO4)c3n2)cc1 (stereo not given)
→ 0.1	-10.7	-6.3	-3.3	3.3	13.5	-0.2	23.3
- COc1cc(C2C(C#N)=C(N)Oc3cc(O)ccc32)cc(OC)c1OC (stereo not given)
→ -0.4	2.5	25.7	-2.8	-4.2	-0.4	-1.1	-2.9
- COc1ccccc1/C=C/C(=O)Nc1ccc(S(=O)(=O)Nc2cc(C)nc(C)n2)cc1
→ 0.4	-0.1	7.9	-7.5	-2.6	4.0	-10.3	-3.2
- CCCCn1c(N)c(N(CCOC)C(=O)CSc2n[nH]c(-c3ccc(OC)cc3)n2)c(=O)[nH]c1=O
→ -0.1	1.1	-15.9	-7.1	0.6	-3.0	-4.3	4.9
- Cn1cc(S(=O)(=O)N2CCN(c3cccc(Cl)c3)CC2)c(=O)n(C)c1=O
→ -0.4	4.6	-21.2	-6.6	14.6	0.0	2.2	-0.4
- O=c1cc(Cl)[nH]c(=O)n1CCNc1ncc(C(F)(F)F)cc1Cl
→ 0.4	-7.3	2.6	-2.9	2.8	0.2	-5.5	0.3
- CC(C)Oc1ccc(-c2nc(NCC3CCCO3)c3ccccc3n2)cc1 (stereo not given)
→ 18.8	-6.5	4.0	-8.4	0.1	-20.6	-8.0	2.1
- CC1CCc2sc(C(=O)NC(C)C3CCCO3)cc2C1 (stereo not given)
→ -0.9	2.9	-42.8	6.1	1.6	14.7	0.7	-0.2
- COc1ccc(C(=O)NC(Cc2ccc(OC(=O)c3ccc(OC)cc3)cc2)C(=O)O)cc1 (stereo not given)
→ -1.0	-1.2	-8.8	-5.6	-1.1	15.3	1.3	-5.7
- O=C(CSc1nc2ccc([N+](=O)[O-])cc2s1)NCC1CCCO1 (stereo not given)
→ -1.2	5.6	3.3	-6.9	-3.9	4.5	2.5	4.1
- COc1ccc(S(=O)(=O)NCCCc2ccccc2)cc1
→ 1.3	-5.0	-4.5	12.4	-4.0	5.8	2.6	-3.2
- CC(C)C(OC(=O)c1nsc(Cl)c1Cl)C(=O)NC(C)(C)C (stereo not given)
→ -0.3	4.3	1.1	-6.9	5.8	2.1	-1.9	4.5
- N#Cc1ccc(-c2ccc(OCC3CNC(=O)O3)cc2)cc1 (stereo not given)
→ -0.7	-15.2	-24.4	-4.4	0.8	-2.1	-0.9	9.3
- COc1ccc(C2C3=C(NCCN=C3c3ccccc3)C(=O)N2c2ccccc2)c(OC)c1 (stereo not given)
→ -0.4	1.7	-10.9	-10.8	-0.8	-2.5	-1.4	2.0
- CCN1C(=O)[C@@H]2[C@H](C1=O)[C@@H]1C(=O)Nc3ccccc3C(=O)N1[C@@H]2c1ccccc1
→ -0.4	0.4	1.2	-11.3	-6.1	-0.1	-3.6	-2.4
- O=C(NCc1cc([N+](=O)[O-])ccc1O)c1cccnc1Sc1ccc(Cl)cc1
→ 3.5	9.2	-4.0	-1.2	-4.1	5.8	2.9	-9.7
- COc1ccc(S(=O)(=O)n2ccnc2C)c(C)c1C
→ 0.9	-7.7	-17.6	-2.8	-4.8	6.1	3.6	-3.4
- CC(=O)Nc1ccc(S(=O)(=O)N2CCN(c3ccc([N+](=O)[O-])c(NCCN4CCOCC4)c3)CC2)cc1
→ -0.2	10.2	6.4	-0.4	-1.3	16.0	-2.4	9.4
- CN(C(=O)CSc1nnc(-c2ccc(Cl)cc2)n1C)C1CCS(=O)(=O)C1 (stereo not given)
→ -0.6	1.3	0.9	-7.5	-0.8	1.2	1.7	-12.4

Source: PubChem (Sanford-Burnham Center for Chemical Genomics)

The order is random. Share with any hit: about 5.8%.
